Compound activity deposited in PubChem BioAssay by National Center for Advancing Translational Sciences (NCATS).
PNC inhibitor: perinucleolar compartment assembly inhibition | PC3M PTB-GFP, PNC prevalence imaging, 16 h; hits give low values | activity change (PNC), negative = inhibition, % at 10 µM | hit rate 3.1% among 140,000 | AID 2417;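 active = readout at or below -70, meaning at least 70% loss of cells showing the perinucleolar compartment, a nuclear body marking cancer cells; inconclusive = readout between -30 and a set limit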;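 note: plate controls were DMSO wells for no effect and camptothecin positive control wells for full effect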
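PC3M cells stably expressing PTB-GFP, 750–1000 cells/well, treated 16 h at 37 °C with compound (23 nl of library stock), in duplicate. After paraformaldehyde fixation and Hoechst stain, imaged at 20x; PNC prevalence scored by image analysis.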
IMPase cell inh: membrane-permeable compound that blocks inositol monophosphatase; P97697; CHO-M1 cells, IP1 accumulation, HTRF TR-FRET ratio; inhibition (IP1 accumulation), % at 46.1 µM; 120,000 tested, under 10 active; AID 901; active = well fitted curve in the direction sought with a large enough effect in the signal ratio, not every such curve was filed as active; inconclusive = small, poorly fitted or top-dose-only effect, or a change in a side signal; inactive = no such curve, though single readings can be large or run the other way; the % refers to the signal ratio;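 note: cells stimulated with carbachol in lithium chloride buffer; plate controls were DMSO basal wells for no effect and reference inhibitor wells for full effect; higher means more IMPase inhibition seen as more IP1 and lower FRET ratio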
Target sequence (P97697 whole entry, looked up): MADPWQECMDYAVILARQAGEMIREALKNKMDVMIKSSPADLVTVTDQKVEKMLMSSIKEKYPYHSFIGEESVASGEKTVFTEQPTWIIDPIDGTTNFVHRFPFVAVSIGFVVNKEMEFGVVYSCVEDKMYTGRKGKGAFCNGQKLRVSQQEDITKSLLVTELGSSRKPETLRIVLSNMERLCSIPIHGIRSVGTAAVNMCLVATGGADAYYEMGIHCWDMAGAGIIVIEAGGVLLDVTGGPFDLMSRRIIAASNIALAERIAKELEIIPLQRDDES
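Seeded CHO-M1 cells were dosed with compound at up to 46 uM, stimulated with carbachol for 30 min, then lysed in IP-One detection reagents. Higher IP1 lowers the TR-FRET signal.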
12-hLO inh: blocks human 12-lipoxygenase activity; purified 12-hLO, xylenol orange hydroperoxide absorbance; Potency, µM (highest dose often 57.1 µM), inactives show top-dose activity change, negative = inhibition, usual class: inhibitors; hit rate 0.12% among 150,000; P18054; AID 1452; note: potency is the fitted concentration of half-maximal effect; nearly all actives have a fitted effect of over 55% in size; many of its hits are not listed in these tables
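150 nM 12hLO, 25 mM Hepes pH 7.0 + 0.01% Triton X-100; cpd preinc 15 min RT; 40 uM arachidonic acid, 30 min RT; Fe-XO 30 min; A573/A405 ratio as read-out.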
ALOX15B inhib: blocks human 15-lipoxygenase 2 activity; purified 15hLO-2, xylenol orange hydroperoxide absorbance; O15296; hit rate 0.56% among 110,000; Potency, µM (top dose mostly 57.1 µM), for the others: at the top dose activity change, negative = inhibition, hits mostly inhibitors; note: potency is the fitted concentration of half-maximal effect; nearly all actives have a fitted effect of over 60% in size; many of its hits are not listed in these tables
Target sequence (O15296 whole entry, looked up): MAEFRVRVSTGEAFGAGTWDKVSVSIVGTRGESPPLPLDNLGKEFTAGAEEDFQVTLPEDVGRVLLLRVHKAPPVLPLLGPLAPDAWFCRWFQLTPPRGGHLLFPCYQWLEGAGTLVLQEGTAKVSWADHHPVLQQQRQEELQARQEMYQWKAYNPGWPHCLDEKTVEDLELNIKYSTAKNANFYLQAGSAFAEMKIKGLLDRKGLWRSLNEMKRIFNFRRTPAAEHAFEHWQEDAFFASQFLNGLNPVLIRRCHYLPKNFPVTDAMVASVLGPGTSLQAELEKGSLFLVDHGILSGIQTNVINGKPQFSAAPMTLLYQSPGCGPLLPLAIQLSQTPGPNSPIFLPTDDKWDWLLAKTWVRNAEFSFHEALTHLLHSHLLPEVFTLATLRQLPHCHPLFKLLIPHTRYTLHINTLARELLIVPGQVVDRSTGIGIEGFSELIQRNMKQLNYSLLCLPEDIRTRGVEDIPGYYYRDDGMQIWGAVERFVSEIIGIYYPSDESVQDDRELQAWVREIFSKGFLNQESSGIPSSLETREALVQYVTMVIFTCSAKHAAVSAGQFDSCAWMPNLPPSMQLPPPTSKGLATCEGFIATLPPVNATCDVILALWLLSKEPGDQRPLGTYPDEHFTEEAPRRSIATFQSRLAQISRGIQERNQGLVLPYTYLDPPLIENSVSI
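Purified human 15hLO-2 (50 nM final) preincubated with compounds 15 min at room temperature in 25 mM Hepes pH 7.5, 0.01% Triton X-100, then 45 uM arachidonic acid added for 90 min; hydroperoxide detected via ferrous/xylenol orange, 573/405 nm absorbance ratio.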
Starred values were filed as active, the others as inactive; ? = inconclusive; / = no result given; [ ] = remark or other dose. Unless noted, calls come from the whole dose curve; as a rule, active = well fitted curve in the direction sought with a large enough effect; inconclusive = small, poorly fitted or top-dose-only effect, or another doubt; inactive = no such curve, though single readings can be large; an effect the other way counts as inactive or inconclusive. Unless noted, % is set by controls: 0 for no effect and ±100 for the full control effect. Not all compounds are listed; count on the stated rates, not on these rows.

SMILES	ALOX15B inhib	PNC inhibitor	IMPase cell inh	12-hLO inh
Clc1ccc(SCCOCCN2CCCCC2)cc1	/	24	/	-8%
Cc1ccccc1C(=O)Nc1cccc(C#N)c1	/	-8	-6	-6%
O=C1CC(c2ccncc2)c2cc3c(cc2N1)OCCO3 (configuration not stated)	6%	6	7	-2%
COC(=O)c1ccccc1NC(=O)C1CC(=O)N(C2CCCCC2)C1 (configuration not stated)	-15%	8	0	4%
Cc1cc(NC(=O)CN2CC(C)OC(C)C2)n(-c2nc3ccccc3s2)n1 (configuration not stated)	16%	-99*	1	-1%
COc1cccc(-c2nc(Oc3cccc(C)c3C)c3ccccc3n2)c1O	/	-9	-10	0%
Clc1ccc(-c2csc3ncnc(NCCN4CCOCC4)c23)cc1	2%	-1	4	9%
COC(=O)c1ccccc1Oc1nc(Cl)cc(OC)n1	/	0	/	0%
COc1ccccc1NC(=O)c1cc2ccc(O)cc2o/c1=N\O	9%	0	7	-11%
CCCCC(C=O)NC(=O)C(CC(C)C)NC(=O)OCc1ccccc1 (configuration not stated)	2%	/	2	-7%
Cc1ccccc1S(=O)(=O)Cc1ccc(C(=O)NCCCOC(C)C)o1	-6%	-7	-5	-4%
CCO/C=C/C(O)(CNC(=O)c1ccc(C(C)(C)C)cc1)C(F)(F)F (configuration not stated)	/	-11	/	-7%
C=CCN(CC=C)C(=O)Nc1cc(Cl)ccc1OC	0%	-2	-2	-7%
CC(=O)c1c(N2CCOCC2)nc(=S)n(-c2cc(C)ccc2C)c1C	2%	?	3	-2%
COc1cccc(C2C3=C(Nc4[nH]n(-c5ccccc5)c(=O)c42)c2ccccc2C3=O)c1 (configuration not stated)	/	?	2	0%
CC(=O)Nc1ccc2nc(SCC(=O)Nc3ccc(N4CCOCC4)c(Cl)c3)sc2c1	-16%	106	-7	0%
Cc1c(CCO)c(=O)n(-c2ccccc2)n1S(=O)(=O)c1ccc(Cl)cc1	-15%	-16	7	-9%
COc1cc2c(cc1NC(=O)COC(=O)Cn1cnc3ccccc31)oc1ccccc12	53%[activator]	?	5	6%
O=C(NC1CCCCC1)C(c1ccco1)N(Cc1cccnc1)C(=O)C1COc2ccccc2O1 (configuration not stated)	8%	35	5	-2%
CCC(Sc1nc2ccccc2o1)C(=O)Nc1nnc(C)s1 (configuration not stated)	/	14	/	0%
COC(=O)C(NC(C)=O)(Nc1ccccc1)C(=O)OC	0%	15	-6	3%
COCC(=O)Nc1nc2ccccc2s1	3%	42	1	-2%
CCOP(=O)(OCC)C(C#N)=C1SCN(c2ccc(Cl)cc2)CS1	-8%	-20	21	-1%
COC(=O)c1c(NC(=O)COC(=O)c2ccc(Cl)cc2[N+](=O)[O-])sc2c1CCCCC2	/	?	28	0%
Cc1cccc(OCC(=O)NC(C)C(=O)N/N=C/c2c(OCc3ccccc3)ccc3ccccc23)c1 (configuration not stated)	9%	?	1	5%
CCCCc1c(C)c(C#N)c2[nH]c3ccccc3n2c1=O	-4%	55	2	-3%
COc1ccc(-c2nnc(SCC(=O)Nc3ccc(Cl)cc3)n2C)cc1	/	-5	9	2%
Cc1c(=O)n(OCc2ccccc2)c2ccccc2[n+]1[O-]	-4%	5	1	-8%
COC(=O)c1c(NC(=O)c2ccc(S(=O)(=O)N3CCOCC3)cc2)sc2c1CCN(C)C2	/	?	?	2%
Cc1ccc(NS(=O)(=O)c2ccccc2Cl)c2c1CC(C)(C)O2	-21%	79	6	-6%

Reprinted from the part before: two compounds, then new ones.
SMILES	ALOX15B inhib	PNC inhibitor	IMPase cell inh	12-hLO inh
COC(=O)c1c(NC(=O)c2ccc(S(=O)(=O)N3CCOCC3)cc2)sc2c1CCN(C)C2	/	?	?	2%
Cc1ccc(NS(=O)(=O)c2ccccc2Cl)c2c1CC(C)(C)O2	-21%	79	6	-6%
CCOc1ccc(CCNC(=O)COC(=O)c2ccco2)cc1OCC	1%	41	1	-2%
O=C(CC1SC(=Nc2ccccc2)N(Cc2ccccn2)C1=O)Nc1ccc(Br)cc1 (configuration not stated)	/	?	/	?
CCOC(=O)C1=C(C)NC(=O)C(C#N)C1c1ccncc1 (configuration not stated)	-7%	?	-7	-1%
CCn1c(C)cc(/C=C2\NC(=O)N(CC(=O)Nc3cccc(C)c3)C2=O)c1C	?	0	7	-9%
Cc1ccc(C(=O)N/C(=C/c2cccnc2)C(=O)O)cc1	/	?	/	3%
O=C(c1cc2sccc2n1Cc1ccc(F)cc1)N1CCN(c2nc3ccccc3s2)CC1	/	-14	-3	1%
CCCS(=O)(=O)N1CCCC(C(=O)NCc2ccc3c(c2)OCO3)C1 (configuration not stated)	0%	-28	-6	0%
COCCNC(=O)Cn1nc(C(F)(F)F)c(Cl)c1C	-8%	17	3	3%
CCCCN(C)CCCNC(=O)C1CC(=O)N(Cc2ccc(OC)cc2)C1 (configuration not stated)	0%	13	10	-9%
CCOC(=O)c1ccc(N/C(=N\S(=O)(=O)c2ccc(F)cc2F)c2ccccc2)cc1	/	11	0	-5%
COC(=O)c1c(NC(NC(=O)C(C)(C)C)C(Cl)(Cl)Cl)sc2c1CCC2 (configuration not stated)	23%	2	3	3%
CC1CCN(c2c([N+](=O)[O-])c(=O)oc3ccccc23)CC1	/	25	/	4%
O=C(O)C1C2C=CC(C2)C1C(=O)NCCc1ccccc1 (configuration not stated)	0%	?	1	-2%
O=C(CSc1nnc(-c2cccs2)n1-c1cccc(Cl)c1)c1cccc2c1OCCO2	-3%	-3	-7	10%
Cc1c(NC(=S)N/N=C/c2ccc(O)cc2)c(=O)n(-c2ccccc2)n1C	-10%	37	0	-1%

Ordered by the number under ALOX15B inhib (highest first): three from the list above
smiles,ALOX15B inhib
CCOc1ccc(CCNC(=O)COC(=O)c2ccco2)cc1OCC,1%
O=C(O)C1C2C=CC(C2)C1C(=O)NCCc1ccccc1 (configuration not stated),0%
COCCNC(=O)Cn1nc(C(F)(F)F)c(Cl)c1C,-8%

Next compounds.
SMILES	ALOX15B inhib	PNC inhibitor	IMPase cell inh	12-hLO inh
C#CC[N+](CC)(CC)CC#Cc1cccc(Cl)c1	/	30	14	4%
CC(=O)N1C(C(=O)O)CSC1c1ccc(C)cc1 (configuration not stated)	3%	?	1	-6%
Cc1c(C(=O)N2CCN(C)CC2)oc2ccc(S(=O)(=O)N3CCOCC3)cc12	-4%	-23	7	7%
O=C(CCCCCNc1nc(=S)[nH]c2ccccc12)NCCc1ccccc1	/	63	/	0%
CCc1sc(C(=O)Nc2ccc(NC(C)=O)cc2)cc1C	/	-17	-13	-6%
COc1cccc(/C=N/NC(=O)CC2C(=O)NN=C2C)c1O (configuration not stated)	5%	11	2	8%
CCOC(=O)N1CCC(NC(=O)C2CCN(C(=O)N3CC(C)Oc4ccccc43)CC2)CC1 (configuration not stated)	2%	-2	-1	3%
O=C(Nc1nnc(-c2ccccc2Cl)o1)c1cc2cc([N+](=O)[O-])ccc2s1	/	-17	/	1%
Cc1cc(C(c2ccc(C)o2)c2ccc(C)o2)c(O)c([N+](=O)[O-])c1	-17%	23	-1	-20%
O=C(NCCCN1CCCC1=O)c1cccc(N2CCCC2=O)c1	-5%	-5	-9	14%
COC(=O)c1c(C)[nH]c(C(=O)OCc2ccc(F)cc2)c1C	-10%	43	2	1%
Cc1cccc2c1CC(C)(C)NC2=C(C#N)C#N	/	-15	-4	0%
COc1ccccc1N=C(C)C1=C(O)CSC1=O	-2%	-9	7	-3%
Cc1nnc(NC2=NCCC2)o1	5%	?	3	-1%
Cc1cc(C(=O)CSc2nc(N)cc(=O)[nH]2)c(C)n1CCc1ccc(F)cc1	-8%	?	4	-4%
COc1ncnc2c1cnn2-c1ccccc1	0%	43	-7	-2%
Cc1cccc2cc(COC(=O)c3cccs3)c(=O)[nH]c12	/	31	/	1%
CCCc1nnc(SCC(=O)Nc2ccc(OCC)cc2)n1N	-3%	?	0	-3%
CCOC(=O)C1CCN(CC(=O)Nc2c(C(=O)OC)[nH]c3ccc(Cl)cc23)CC1	-3%[2.29 µM]	19	-1	0%
COc1cccc(-c2ccc(=O)n(CC(=O)NCCN3CCOCC3)n2)c1	/	8	/	-2%
Cc1ccc(C)c2c1cc(C)c1nnc(SCC(=O)NCc3ccc4c(c3)OCO4)n12	/	?	/	-4%
CCOC(=O)c1ccc(NC(=S)N2CCN(Cc3ccccc3)CC2)cc1	/	?	-18	1%
Cn1cnnc1SCc1ccc(C(=O)N=Nc2c(O)n(C)c3ccccc23)cc1	/	-21	/	0%
CCn1c2ccccc2c2nnc(SCc3ccc(C(=O)OC)o3)nc21	-11%	-25	9	-10%
CC(C)(C)C1=C(C#N)C(c2ccc3c(c2)OCO3)C(C#N)=C(N)O1 (configuration not stated)	-7%	15	-2	-28%
CCN(CC(=O)Nc1ccc(NC(C)=O)cc1)C(=O)C(c1ccccc1)c1ccccc1	/	32	-12	6%
O=C(CCC(=O)c1cccs1)Nc1ccc(F)c(F)c1F	-15%	49	1	6%
CN=C1SC(CC(=O)Nc2ccc(N3CCOCC3)cc2)C(=O)N1C (configuration not stated)	-4%	40	7	1%
CC(NC(=O)c1cn(C)c2ccc(S(=O)(=O)N3CCCC3)cc2c1=O)c1ccc2c(c1)OCCO2 (configuration not stated)	-9%	19	?	-4%
COc1cc(NC(=O)c2ccc(COCC(F)(F)F)o2)cc(OC)c1OC	0%	-1	-1	6%
COc1cccc(N2CCN(CC(=O)Nc3nnc(-c4ccccc4)s3)CC2)c1	4%	13	26	5%
COc1ccc(N(CC(O)Cn2nnc3ccccc32)S(=O)(=O)c2ccc(C)cc2)cc1 (configuration not stated)	5%	?	9	-22%
N#C/C(C(=O)N1CCOCC1)=C1/SC(Cc2ccccc2Cl)C(=O)N1c1ccccc1 (configuration not stated)	/	22	/	-2%
COc1cccc(CC(NC(C)=O)C(=O)NC2CCN(c3nnnn3-c3ccccc3)CC2)c1 (configuration not stated)	2%	30	-17	1%
Cc1cc2nsnc2c(S(=O)(=O)NCC(=O)O)c1C	3%	?	1	-3%
CCCCCC[n+]1c(-c2ccc(Cl)cc2Cl)csc1Nc1ccccc1	/	-16	4	1%
CCCc1cc(=O)[nH]c(SCC(=O)NC(=O)c2ccccc2)n1	-1%	?	7	-2%
COc1cccc(-c2nnc3sc(-c4ccco4)nn23)c1	-6%	22	4	1%
Cn1cccc1C(=O)N1CCC2(CC1)CCN(c1cccc(-c3ccccc3)c1)CC2	42%[activator]	/	/	0%
CCN(CC)c1ccc(/C=N/NC(=O)c2ccc(Br)o2)cc1	/	-10	/	-3%
CCOc1ccc(OCC)c(NC(=O)C2CCCN2S(=O)(=O)c2cccc3cccnc23)c1 (configuration not stated)	12%	-5	7	-5%
CCOc1ccccc1-n1nnnc1SCC(=O)Nc1cc(C)on1	-6%	-22	?	-2%
C=CCn1c(SCc2ccc(C(=O)Nc3nccs3)cc2)nnc1-c1ccc(C)c(Cl)c1	/	30	7	-6%
CC(=O)Nc1ccc(S(=O)(=O)N(C)CCOCc2ccccc2)cc1	-8%	-1	-7	-5%
O=C(CSCc1ccccc1)N1CCN(Cc2ccc3c(c2)OCO3)CC1	/	-14	3	-8%
